BaF3 parental = reduces parental Ba/F3 cell viability, JAK2V617F counter-screen | CellTiter-Glo ATP luminescence | inhibition, % at 5.6 µM | 220,000 tested, 1.1% active;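 active = inhibition above a per-campaign cutoff, the mean inhibition of all tested compounds plus 3 SD, cut at about 27% in these data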;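 also: 0% = DMSO wells and 100% = JAK Inhibitor I control wells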
NPY-Y1 PAM-ag = potentiators or agonists of human neuropeptide Y receptor Y1. P25929. 220,000 tested, 0.37% active. activation, % at 3.6 µM. NPY-Y1 expressing cells, potentiator/agonist activation; in the data active = activation above about 33%, passing the limit was not always enough;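 also: cells stimulated with NPY at EC10 then isoproterenol at EC100; 0% = low agonist plus stimulus and 100% = saturating agonist plus stimulus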
Target sequence (P25929 whole entry, looked up): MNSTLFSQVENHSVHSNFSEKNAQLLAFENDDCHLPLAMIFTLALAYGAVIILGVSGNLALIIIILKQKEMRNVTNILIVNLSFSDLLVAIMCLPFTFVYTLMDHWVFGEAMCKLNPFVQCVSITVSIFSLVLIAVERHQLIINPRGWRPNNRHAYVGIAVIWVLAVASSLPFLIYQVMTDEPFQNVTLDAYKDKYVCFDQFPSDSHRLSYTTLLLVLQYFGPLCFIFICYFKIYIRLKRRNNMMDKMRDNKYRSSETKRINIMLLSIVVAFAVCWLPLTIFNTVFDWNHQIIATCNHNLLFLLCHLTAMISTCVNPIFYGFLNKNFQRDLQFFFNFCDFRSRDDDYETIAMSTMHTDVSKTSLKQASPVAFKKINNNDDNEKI
NPY-Y1 antag = blocks the human neuropeptide Y Y1 receptor; HEK293-CNG Y1 cells, membrane potential fluorescence; NPY at EC95, then isoproterenol; inhibition, % at 3.6 µM; AID 1040; 200,000 tested, 1% active;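 active = inhibition above the campaign mean inhibition of all tested compounds plus 3 SD, cut at about 20% in these data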;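 also: 0% = DMSO wells given NPY plus isoproterenol and 100% = isoproterenol alone without NPY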
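System: HEK293 cells with Y1 receptor plus CNG channel / Probe or stimulus: NPY 25 nM then isoproterenol 1 µM plus Ro 20-1724 25 µM / Compound: one concentration, 3.6 µM, in 0.4% DMSO / Schedule: compound incubation 1 h at room temperature, readout 45 min post-stimulation / Measured by: membrane potential fluorescence / Read-out: % inhibition of NPY effect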
S1P4 antagonist = human S1P4 receptor antagonism; O95977; S1P4-expressing cells, antagonist mode, reporter read-out; inhibition, % at 4.98 µM; 220,000 tested, 0.26% active; AID 1510; in the data active = inhibition above about 29%;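 also: 0% = wells stimulated with agonist and 100% = vehicle wells without agonist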
Target sequence (O95977 whole entry, looked up): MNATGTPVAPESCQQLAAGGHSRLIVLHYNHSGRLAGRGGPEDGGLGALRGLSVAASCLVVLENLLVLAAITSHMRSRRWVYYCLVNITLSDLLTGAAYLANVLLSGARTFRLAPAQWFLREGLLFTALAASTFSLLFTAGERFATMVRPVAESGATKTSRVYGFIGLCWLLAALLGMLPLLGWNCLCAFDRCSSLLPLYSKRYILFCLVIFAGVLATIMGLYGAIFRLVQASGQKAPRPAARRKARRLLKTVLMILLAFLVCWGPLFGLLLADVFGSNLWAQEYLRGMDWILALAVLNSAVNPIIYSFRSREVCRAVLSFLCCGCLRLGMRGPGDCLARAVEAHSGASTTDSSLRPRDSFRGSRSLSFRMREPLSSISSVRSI
S1P4 ag = activates the human S1P4 receptor; 220,000 tested, 0.35% active; O95977; AID 1509; activation, % at 4.98 µM; S1P4-expressing cell line, agonist reporter assay; in the data active = activation above about 11%;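 also: 0% = DMSO vehicle and 100% = reference agonist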
NCF1 inh = p47phox (human) inhibition. P14598. p47phox/p22phox peptide binding, fluorescence polarization, 2 h. inhibition, % at 24.7 µM. 220,000 tested, 0.53% active. AID 1274;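 active = inhibition above about 30%, limit read from the data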;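 also: 0% = p47phox with labelled peptide and 100% = labelled peptide alone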
NPY2 pot ag = potentiators or agonists of human neuropeptide Y receptor Y2 | P49146 | cells expressing NPY-Y2, potentiator/agonist read-out | activation, % at 3.6 µM | 220,000 tested, 0.45% active | AID 1359; in the data active = activation above about 27%;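 also: cells stimulated with NPY near EC25 plus isoproterenol at EC100; 0% = vehicle plus submaximal agonist and 100% = vehicle plus saturating agonist; some results beyond the cut were filed as inactive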
Ba/F3 V617F tox = loss of viability in JAK2V617F-driven Ba/F3 cells | Ba/F3 EpoR-JAK2V617F viability, ATP luminescence | inhibition, % at 5.6 µM | 220,000 tested, 1.1% active | AID 1446;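 active = inhibition above the campaign mean plus 3 SD over all tested compounds, cut at about 24% in these data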;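 also: cytokine-independent growth of Ba/F3 cells driven by EpoR plus mutant JAK2; 0% = DMSO-treated cells and 100% = JAK inhibitor I control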
CHOP inh = CHOP inhibition in unfolded protein response; 220,000 tested, 3.8% active; inhibition, % at 10 µM; CHO-K1 CHOP-promoter luciferase, tunicamycin-induced, 15-18 h;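 active = compounds that reduced the stress-induced luciferase reporter signal by more than about 70% of percent inhibition, limit read from the data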;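 also: 0% = tunicamycin plus vehicle and 100% = wells without tunicamycin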
* = called active by the depositor; nt = not tested or not shown.

SMILES	BaF3 parental	NPY-Y1 PAM-ag	NPY-Y1 antag	S1P4 antagonist	S1P4 ag	NCF1 inh	NPY2 pot ag	Ba/F3 V617F tox	CHOP inh
O=S(=O)(NCCc1csc(-c2cccnc2)n1)c1ccc(Cl)s1	0	13	3	-6	-0.5	1	-16	-3	78*
O=C(CCS(=O)(=O)c1ccccc1)Nc1ccc(-c2nc3ccccc3s2)cc1	3	18	-7	-3	-0.6	-22	4	-1	56
Cc1cccc2c1OCC/C2=N\NC(=O)COc1ccccc1Cl	7	5	3	-3	0.3	10	-19	3	57
COC(=O)C1CCN(c2cnccn2)CC1	3	-7	-2	-6	1.4	-1	5	-1	-1
CNC(=O)COC(=O)/C=C/c1ccco1	4	-1	2	-16	0.8	0	-15	2	31
CCc1nc(SCC(=O)NCCc2ccccc2)c2c(=O)n(C)c(=O)n(C)c2n1	0	-25	nt	-13	1.3	1	-1	4	-2
CCN(CC(=O)NCc1ccc(F)cc1)CC(=O)Nc1ccccc1-c1ccccc1	7	-4	-1	-6	1.9	-1	-3	0	14
CN(C)/C=N/c1c(C#N)nnn1Cc1ccccc1	1	14	1	-18	0.6	-13	-2	1	16
COc1cc(C(=O)OCCCN2CCOCC2)ccc1O	5	-8	-1	-1	1.8	-9	-14	-2	21
O=C(C/C=N/OCc1ccccc1F)c1cnc(-c2ccc(Cl)cc2)s1	2	-23	6	-5	0.3	-14	3	0	53
Cc1nnc(N2CCOCC2)c2nn(-c3ccccc3)c(C)c12	6	-25	6	-7	0.3	-11	5	2	11
CN1Cc2c(N3CCOCC3)nc3sc(C#N)c(N)c3c2CC1(C)C	-1	13	nt	4	-0.9	-1	4	-1	-18
COc1ccccc1N1CCN(C(=O)c2cc(C(C)(C)C)oc2C)CC1	0	-21	nt	9	1.4	-15	-5	3	0
Cc1ccc2oc(=O)n(CC(=O)OCCC(C)C)c2c1	-2	-5	nt	4	0.7	0	-15	-1	5
NC(=O)c1cccnc1Oc1ccc(Cl)cc1Cl	-1	1	nt	11	1.4	-9	-1	-1	-2

3 structures from above, sorted by number of heavy atoms, smallest number first:
SMILES	BaF3 parental	NPY-Y1 PAM-ag	NPY-Y1 antag	S1P4 antagonist	S1P4 ag	NCF1 inh	NPY2 pot ag	Ba/F3 V617F tox	CHOP inh
NC(=O)c1cccnc1Oc1ccc(Cl)cc1Cl	-1	1	nt	11	1.4	-9	-1	-1	-2
COc1cc(C(=O)OCCCN2CCOCC2)ccc1O	5	-8	-1	-1	1.8	-9	-14	-2	21
O=S(=O)(NCCc1csc(-c2cccnc2)n1)c1ccc(Cl)s1	0	13	3	-6	-0.5	1	-16	-3	78*

Additional entries follow:
SMILES	BaF3 parental	NPY-Y1 PAM-ag	NPY-Y1 antag	S1P4 antagonist	S1P4 ag	NCF1 inh	NPY2 pot ag	Ba/F3 V617F tox	CHOP inh
COc1cc(-c2nnc(SCC#CCO)o2)cc(OC)c1OC	2	0	-2	-5	-0.5	-1	-7	1	-8
CCCOC(=O)c1ccc(Oc2c(-c3ccc(O)cc3O)n[nH]c2C)cc1	1	-12	5	-6	-0.1	-18	-11	-3	105*
O=C(COC(=O)c1ccc2c(c1[N+](=O)[O-])C(=O)c1ccccc1C2=O)NC1CC1	2	13	-1	16	-3.0	-59	4	2	19
CCOC(=O)C1=C(CC)Nc2ccccc2N=C1NC(=O)c1ccc(S(=O)(=O)N(C)C)cc1	6	-5	-2	-2	0.5	-3	13	7	21
CCOC(=O)c1ccccc1NC(=O)/C=C/c1cc(OC)c(OC)c(OC)c1	5	-7	12	0	-2.6	-8	8	-1	3
COc1ccc(OCCCn2c(=O)oc3ccccc32)cc1	0	-8	7	6	-0.2	-1	4	0	0
CC(=O)c1cccc(CN2CCN(C3CCCC3)C(CCO)C2)c1 (stereo not given)	-1	-4	3	-6	-0.3	1	4	0	-13
CCOC(=O)c1cnc2ccccc2c1NCc1ccco1	2	-18	nt	8	1.3	3	-20	3	5
COC(=O)/C(=C/Nc1cccc2ccccc12)[N+](=O)[O-]	2	1	0	0	-4.3	-11	11	-2	18
CC(C)C(=O)N1CCN(c2ccc(NC(=O)c3cccs3)cc2Cl)CC1	8	-1	1	7	0.5	-9	-17	2	19
CCCCN(C)C(=O)Cn1cnc2sc(C)cc2c1=O	1	-11	3	-3	0.2	-6	2	-2	-15
Cc1cccc(N2C(=O)NC3(CCCCC3)C2=O)c1	4	1	-2	-16	-0.9	-10	-3	0	5
N#Cc1ccc(N2Cc3ccccc3C2=NC(=O)c2cccnc2Cl)cc1	4	-24	7	-11	2.3	0	0	3	2
Cc1nc(NC(=O)CC(C)C)sc1-c1csc(Nc2ccc(Cl)cc2)n1	1	40	6	9	-3.5	-52	15	-2	71*
N#Cc1nc(-c2ccccc2F)oc1NCCN1CCOCC1	3	-14	0	-28	0.4	6	12	-4	-15

14 structures out of the list, ordered by formula weight, rising:
SMILES	BaF3 parental	NPY-Y1 PAM-ag	NPY-Y1 antag	S1P4 antagonist	S1P4 ag	NCF1 inh	NPY2 pot ag	Ba/F3 V617F tox	CHOP inh
Cc1cccc(N2C(=O)NC3(CCCCC3)C2=O)c1	4	1	-2	-16	-0.9	-10	-3	0	5
COC(=O)/C(=C/Nc1cccc2ccccc12)[N+](=O)[O-]	2	1	0	0	-4.3	-11	11	-2	18
Cc1ccc2oc(=O)n(CC(=O)OCCC(C)C)c2c1	-2	-5	nt	4	0.7	0	-15	-1	5
NC(=O)c1cccnc1Oc1ccc(Cl)cc1Cl	-1	1	nt	11	1.4	-9	-1	-1	-2
CCCCN(C)C(=O)Cn1cnc2sc(C)cc2c1=O	1	-11	3	-3	0.2	-6	2	-2	-15
CCOC(=O)c1cnc2ccccc2c1NCc1ccco1	2	-18	nt	8	1.3	3	-20	3	5
COc1ccc(OCCCn2c(=O)oc3ccccc32)cc1	0	-8	7	6	-0.2	-1	4	0	0
N#Cc1nc(-c2ccccc2F)oc1NCCN1CCOCC1	3	-14	0	-28	0.4	6	12	-4	-15
CC(=O)c1cccc(CN2CCN(C3CCCC3)C(CCO)C2)c1 (stereo not given)	-1	-4	3	-6	-0.3	1	4	0	-13
COc1cc(-c2nnc(SCC#CCO)o2)cc(OC)c1OC	2	0	-2	-5	-0.5	-1	-7	1	-8
N#Cc1ccc(N2Cc3ccccc3C2=NC(=O)c2cccnc2Cl)cc1	4	-24	7	-11	2.3	0	0	3	2
O=C(COC(=O)c1ccc2c(c1[N+](=O)[O-])C(=O)c1ccccc1C2=O)NC1CC1	2	13	-1	16	-3.0	-59	4	2	19
Cc1nc(NC(=O)CC(C)C)sc1-c1csc(Nc2ccc(Cl)cc2)n1	1	40	6	9	-3.5	-52	15	-2	71*
CCOC(=O)C1=C(CC)Nc2ccccc2N=C1NC(=O)c1ccc(S(=O)(=O)N(C)C)cc1	6	-5	-2	-2	0.5	-3	13	7	21

More results:
SMILES	BaF3 parental	NPY-Y1 PAM-ag	NPY-Y1 antag	S1P4 antagonist	S1P4 ag	NCF1 inh	NPY2 pot ag	Ba/F3 V617F tox	CHOP inh
O=C(N/N=C\c1ccc(CN(Cc2ccc(Cl)cc2)S(=O)(=O)c2ccccc2)o1)C(=O)Nc1ccc(F)cc1	1	5	8	-4	0.6	-35	7	-4	61
CC(C)NC(=O)c1ccc(Sc2ccccc2)c([N+](=O)[O-])c1	0	4	6	-1	-1.5	-2	-16	-1	56
COC(=O)c1ccc(CSc2nnc3nc(C)cc(C)n23)cc1	5	-11	-6	-19	1.4	1	-13	2	7
CCOc1ccc(-c2nc(C#N)c(N3CCCCCC3)o2)cc1	1	-65	10	-5	4.1	-15	-23	-2	44
COC(=O)c1ccc(NC(=S)N(Cc2cccnc2)Cc2ccco2)cc1	3	7	-7	3	-0.7	-11	1	0	10
Cc1cc(C)nc(N2CCC(C(=O)Nc3ccc(Oc4ccccc4)cc3)CC2)n1	6	4	2	-11	1.1	-2	13	0	28
CCOC(=O)N1CCC(N2C(=O)c3ccc(C(=O)NCc4ccc(F)cc4)cc3C2=O)CC1	4	7	-4	7	0.7	1	15	-2	31
COc1cc2cc(C(c3nnnn3C3CCCC3)N(C)C3CCCCC3)c(=O)[nH]c2cc1OC (stereo not given)	3	10	-3	-9	-0.9	-2	-2	0	50
COc1ccccc1CCc1nnc(CCC(=O)NC(C)Cc2cccc(C)n2)o1 (stereo not given)	-1	-6	nt	-8	0.5	-10	-21	0	12
CS(=O)(=O)Nc1ccc(C(=O)Nc2ccccc2Cl)cc1	3	-6	-1	-1	0.3	5	-16	4	8
COc1ccc(C2=CSC(/N=C/c3ccc(F)cc3)=NN2)cc1	7	-9	-1	8	0.4	-16	-25	2	-19
O=C(Nc1nnc(COc2ccccc2F)s1)Nc1ccccc1F	-7	-12	nt	-6	0.8	-6	-6	2	99*
Cc1cc2nnc(SC3CCOC3=O)n2c2ccccc12 (stereo not given)	3	8	-1	-15	0.3	-3	-1	-1	12
Clc1ccccc1CSC1=NCCCN1	5	-17	-1	-17	1.4	-2	-10	-3	-15
COc1cccc2c1c(NC(=O)Nc1ccc(F)cc1F)nn2C	3	1	nt	-11	1.0	-7	-16	1	2
Cc1ccc(C2NC(=S)NC3=C2C(=O)CCC3)cc1 (stereo not given)	3	9	-1	-10	1.3	nt	-9	-3	41
CCS(=O)(=O)Nc1ccc(C(=O)c2ccccc2)cc1	-1	4	-6	-6	-2.0	-6	-15	-1	6
CSCC(=O)Nc1nc(-c2ccc3c(c2)OCCO3)cs1	5	-1	3	1	-1.3	-17	0	0	-7
O=C(Nc1ccc(OCC(F)(F)C(F)F)c(C(F)(F)F)c1)c1ccc(Cl)cc1	2	-12	6	-19	-0.1	nt	-6	-1	nt
Cc1c(C(=O)C(=O)N2CC=C(c3ccccc3)CC2)c2ccccc2n1C	28*	-9	-1	0	2.9	-59	0	77*	-13
CCN(CC)S(=O)(=O)c1ccc(Cl)c(C(=O)N2CCc3ccccc32)c1	2	-11	-3	-17	3.3	-8	-12	-4	38
Cc1ccc(Cn2nnc3c(=O)[nH]c(C(=O)NCc4ccco4)nc32)cc1	4	-19	2	-14	0.5	-5	-15	0	1
COc1cc(C(=O)Nc2ccc3c(c2)OCCO3)ccc1OC(C)C	1	-25	0	-5	-1.0	-12	18	-3	-27
COCC(=O)NNC(=O)c1ccccc1OC	4	3	6	3	0.4	0	-6	0	-5
N#CC(C#N)=C1C=CC=CN1/C(=C\c1ccccc1)C(=O)c1cccs1	-2	-10	-3	3	0.7	-18	3	-4	44
